rCAG RNA binder: binders of r(CAG) RNA repeats, primary screen, biochemical, fluorescence | r(CAG) RNA repeat, TO-PRO-1 dye displacement fluorescence | 370,000 compounds, 1.3% hits | inhibition, % at 3 µM;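 active = inhibition above the plate cutoff, the mean of all test compounds on that plate plus 3 SD, cut at about 35% in these data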;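 note: 0% = DMSO alone and 100% = 100 µM mitoxantrone as full dye displacement; higher means more dye released from RNA so lower well fluorescence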
PRMT1 inh: PRMT1 methyltransferase inhibitors, primary screen, biochemical, fluorescence polarization | recombinant PRMT1, activity-based probe fluorescence polarization | inhibition, % at 2.79 µM | 370,000 compounds, 1.3% hits | AID 652257, 2013;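 active = inhibition above about 21% made by adding two undisclosed values, limit read from the data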
Target sequence (Q99873 whole entry, looked up): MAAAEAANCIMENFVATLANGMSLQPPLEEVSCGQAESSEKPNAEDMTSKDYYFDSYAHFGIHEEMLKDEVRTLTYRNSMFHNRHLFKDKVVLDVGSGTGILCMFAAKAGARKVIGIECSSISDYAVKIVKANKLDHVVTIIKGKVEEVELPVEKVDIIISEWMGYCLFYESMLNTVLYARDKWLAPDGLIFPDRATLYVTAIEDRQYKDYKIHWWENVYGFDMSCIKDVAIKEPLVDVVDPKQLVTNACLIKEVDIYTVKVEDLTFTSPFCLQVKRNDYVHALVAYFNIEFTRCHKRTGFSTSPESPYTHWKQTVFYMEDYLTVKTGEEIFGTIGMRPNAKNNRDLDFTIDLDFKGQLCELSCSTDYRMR
LEDGF integ inh: blockers of LEDGF/p75-dependent integrase strand transfer – biochemical, TR-FRET, high throughput, primary screen; HIV-1 integrase (with human LEDGF/p75); TR-FRET IN-LEDGF/p75 DNA integration, Eu/Cy5; inhibition, % at 3.7 µM; 370,000 compounds, 0.64% hits; AID 743269, 2014;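 active = inhibition above the screen-wide mean plus 3 SD, cut at about 13% in these data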;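 note: signal is the Cy5 over europium emission ratio at 671 and 618 nm; 0% = plate median of compound wells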
HTRA1 inhibitor: HTRA1 serine protease inhibitors, primary screen, biochemical, fluorescence polarization, HTS | recombinant HTRA1, FP-rhodamine activity-based probe | inhibition, % at 5.96 µM | 340,000 compounds, 0.5% hits | AID 504803, 2011; in the data active = inhibition above about 36%;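 note: 0% = enzyme with DMSO and 100% = wells lacking enzyme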
ABHD4 inh: ABHD4 inhibitors, primary screen, biochemical, fluorescence polarization, mouse; (Lyso)-N-acylphosphatidylethanolamine lipase (Mus musculus), Q8VD66; purified mABHD4, FP-Rh probe fluorescence polarization; inhibition, % at 8.92 µM; 370,000 compounds, 0.54% hits;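 active = inhibition exceeding the mean over every tested compound plus 3 SD, cut at about 30% in these data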;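 note: 0% = plate median of compound wells and 100% = S159A mutant with DMSO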
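System: mouse ABHD4 enzyme, wild type / Medium: HEPES pH 7.0, NaCl, Pluronic buffer / Reagent: FP-Rh activity-based fluorescent probe / Control set: S159A mutant high control, sample median low control / Detection: fluorescence polarization with parallel and perpendicular emission, 525/598 nm / Schedule: 45 min + 60 min at 25 °C / Compound dosing: 8.92 µM, single dose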
MBD2 inh: inhibitors of MBD2 binding to methylated DNA, primary screen, biochemical, TR-FRET, DNA-binding domain, human; Methyl-CpG-binding domain protein 2 (Homo sapiens), Q9UBB5; MBD2 binding to methylated oligonucleotide; inhibition, % at 4.4 µM; 370,000 compounds, 0.31% hits; AID 686964, 2013; in the data active = inhibition above about 13%
TCR CD3 inh: inhibitors of human TCR-CD3 interaction, primary screen, biochemical, fluorescence, TAMRA-labeled TCR probe; T-cell receptor (TCR); inhibition, % at 9.4 µM; 360,000 compounds, 0.37% hits; AID 651800, 2012; in the data active = inhibition above about 19%;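 note: recombinant mutant TCR 2C K166C tagged with TAMRA read by polarization; 0% = receptor in buffer alone and 100% = receptor with positive control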
TDP2 inh: human TDP2 enzyme inhibitors, primary screen, biochemical, epi absorbance, recombinant enzyme. T5PNP hydrolysis, p-nitrophenol absorbance 415 nm. inhibition, % at 12.8 µM. 370,000 compounds, 0.34% hits. AID 720702, 2013;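 active = inhibition above the mean of all tested compounds plus 3 SD, set per campaign, cut at about 25% in these data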;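 note: 0% = DMSO with enzyme and 100% = buffer with substrate but no TDP2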
Target sequence (O95551 whole entry, looked up): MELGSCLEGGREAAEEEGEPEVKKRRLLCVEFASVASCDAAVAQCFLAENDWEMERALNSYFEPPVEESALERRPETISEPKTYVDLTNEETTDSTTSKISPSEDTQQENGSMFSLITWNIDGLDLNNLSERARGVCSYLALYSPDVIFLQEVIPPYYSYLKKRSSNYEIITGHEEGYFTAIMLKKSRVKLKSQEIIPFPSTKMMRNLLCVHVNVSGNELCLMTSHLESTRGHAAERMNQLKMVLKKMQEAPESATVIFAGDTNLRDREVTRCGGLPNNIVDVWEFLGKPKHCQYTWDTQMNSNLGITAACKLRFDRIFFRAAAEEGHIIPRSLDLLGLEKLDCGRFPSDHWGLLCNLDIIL
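System – recombinant human TDP2 · Amount – 120 nM TDP2 per well · Buffer or medium – Mg2+-containing Tris-HCl buffer, pH 7.5 · Reagent – T5PNP substrate, 5 mM · Dosing – 12.8 µM single point, 1% DMSO · Incubation – 2 h at 37 °C · Measured by – epi absorbance · Read-out basis – percent inhibition · Benchmarks – high control without enzyme, low control DMSO plus TDP2 · Repeats – singlicate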
GC-B act: human GC-B receptor activators, primary screen, HEK293 GC-B cells, cGMP TR-FRET, EC30 CNP; activation, % at 10 µM; Atrial natriuretic peptide receptor 2 (Homo sapiens), P20594; 370,000 compounds, 0.11% hits; 0% at EC30 CNP, 100% saturating CNP;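 active = activation at 10 µM reaching about 35% in either raw or pattern-adjusted values, limit read from the data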
SIAE inh: human SIAE inhibitors, primary screen, biochemical, fluorescence polarization, FP-Rh probe, 1536-well HTS; Sialate O-acetylesterase (Homo sapiens), Q9HAT2; SIAE FP-Rh probe binding; inhibition, % at 9.66 µM; 370,000 compounds, 0.69% hits; AID 1053197, 2014;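 active = inhibition above a cutoff: mean of compounds within the control limits plus 3 SD of those, cut at about 17% in these data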;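 note: 0% = plate median of compound wells and 100% = probe without SIAE protein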
* hit, by the source's call; x = no result given. Some of the compounds tested. The share of hits here may be higher or lower than overall.

SMILES	rCAG RNA binder	PRMT1 inh	LEDGF integ inh	HTRA1 inhibitor	ABHD4 inh	MBD2 inh	TCR CD3 inh	TDP2 inh	GC-B act	SIAE inh
O=C(NCc1ccc(F)cc1)c1cc(C2CCCN(S(=O)(=O)c3ccccc3)C2)on1 (stereo unspecified)	5	3	-3	x	-3	5	-2	0	-12	9
Cc1ccc(C2(C)NC(=O)N(CC(=O)NCc3ccccc3Cl)C2=O)cc1 (stereo unspecified)	3	3	-2	-14	0	3	-7	-12	2	6
COc1ccc(NC(=O)C2C(=O)NC3(C)CC2c2ccccc2O3)cc1 (stereo unspecified)	-2	2	1	3	5	-2	-4	2	5	1
Cc1cccc(OCCOCCN2CCOCC2)c1C	-4	0	4	1	0	2	9	-5	2	-3
COC(=O)c1ccn(Cc2ccccc2Cl)n1	-2	-4	4	3	-3	-1	-1	9	1	2
CC[C@H](C)[C@H](NC(N)=O)C(=O)Nc1ccc2c(c1)OCO2	0	6	-6	-2	-12	3	-2	-21	-5	-3
CC1OC1c1ccc(-c2ccc(C3OC3C)cc2)cc1 (stereo unspecified)	1	-2	-6	-1	3	3	0	0	0	2
COC(=O)c1ccc(NC(=O)CSc2nc3ccccc3c(=O)[nH]2)cc1	3	0	-1	7	1	-5	8	-6	-1	-1
Cc1ccc(NC(=O)CSCc2cc(=O)n3cc(C)sc3n2)cc1	1	10	-1	8	8	-2	-9	4	-1	3
O=C(N=Nc1c(O)[nH]c2ccc(F)cc12)C1COc2ccccc2O1 (stereo unspecified)	0	-5	4	-2	-9	-2	-2	7	-5	1
CCn1c(=N)n(CC(=O)c2cccc([N+](=O)[O-])c2)c2ccccc21	5	2	0	-2	8	6	4	-4	-5	4
COc1cc(NC(=O)COC(=O)CNC(=O)c2ccc(C)s2)cc(OC)c1	3	2	-2	x	-15	7	-2	-6	-6	-8
CCOC(=O)c1cn(-c2ccc([N+](=O)[O-])cc2)c2cc(Cl)c([N+](=O)[O-])cc2c1=O	0	0	-2	-6	1	0	8	6	0	0
O=C(NCC1(N2CCOCC2)CCCCC1)c1cccc(S(=O)(=O)Nc2ccc(F)cc2)c1	9	-3	2	-10	-1	-2	3	-5	4	-2
O=C(O)CSCc1ccc(Cl)cc1	-1	-1	0	9	2	-1	1	3	-3	5
COCCCNc1ccn2nc(-c3cccc(Cl)c3)cc2n1	3	-3	1	x	-10	-5	4	-2	-1	-10
O=Cc1c(NC2CCCCC2)c2ccccc2[nH]c1=O	-3	-5	-3	3	-3	2	-7	18	-7	-3
CCN(CC)c1ccc(/C=N/N2CCN(Cc3ccccc3)CC2)cc1	-11	3	-5	3	8	5	-6	-15	-3	1
Cc1ccc(NC(=O)COC(=O)C2=COCCO2)cc1	-1	-1	1	1	-2	-3	8	5	8	0
COc1ccc(NC(=O)c2ccc(-c3ccc([N+](=O)[O-])cc3)o2)cc1OC	2	1	1	0	3	2	0	-6	4	19*
Cc1c(C(N)=O)sc2ncn(CC(=O)OC(C)C)c(=O)c12	1	0	8	-3	12	7	4	12	-1	-5
O=C(CN(c1ccccc1)S(=O)(=O)c1ccccc1)Nc1ccccc1C(=O)NCc1ccco1	9	6	1	-41	-7	-5	-3	6	-12	-9
COC(=O)CSc1ncnc2c1sc1nc(N3CCOCC3)c3c(c12)CCCC3	4	-1	1	0	1	2	5	3	25	-3
CCc1ccc(CNC(=O)C2CCN(S(=O)(=O)N3CCC4(CC3)OCCO4)CC2)cc1	-6	-6	0	6	-2	0	0	-2	3	3
N#Cc1c2nc3ccccc3nc2n2cc(NC(=O)c3ccc(F)cc3)ccc12	36*	41*	9	3	13	-9	-14	3	-7	-10
Nc1cc(C(=O)OCC(=O)N2CCC(Cc3ccccc3)CC2)ccc1Cl	1	0	6	1	-6	4	0	-4	0	-1
O=C(Nc1nc2ccc(F)cc2s1)c1cccc(S(=O)(=O)N2CCc3ccccc32)c1	9	2	2	-14	-2	2	-7	-4	-20	-36
CC1CCCCC1NC(=O)COC(=O)c1ccc2c(c1Cl)C(=O)c1ccccc1C2=O (stereo unspecified)	6	-1	1	4	20	0	11	-3	-5	5
O=C(Nc1ccn(CCCNCC(c2ccccc2)c2ccccc2)c(=O)n1)OCc1ccccc1	6	-1	1	-47	11	1	-9	-4	1	-7
CCN1CCCC1CNC(=O)c1cc2cc(F)ccc2[nH]1 (stereo unspecified)	4	-1	1	-10	3	-3	0	-10	3	1
COc1ccc(C2=Nn3c(nnc3-c3ccccc3)SC2)cc1OC	-1	-2	0	6	3	1	-2	-4	13	3
Cn1nc([N+](=O)[O-])nc1Sc1cccc2cccnc12	1	0	1	-7	0	-6	-4	-5	2	-6
CCCCCCN1C[C@H](n2cc(C3CC3)nn2)[C@@H](O)C[C@@H]1c1ccccc1	0	-3	-2	-46	-12	-3	3	-11	-9	4
COc1ccc(C2C=C(Nc3ccccc3)C(=O)N2c2ccccc2)cc1OC (stereo unspecified)	10	-2	2	1	2	-4	11	7	-3	3
COc1ccc(CCN2C(=O)CC(NNC(=O)c3cccc(O)c3)C2=O)cc1 (stereo unspecified)	5	-1	2	-8	1	-5	-3	3	-1	4
Cn1cnnc1SCc1ccccc1	1	-3	-4	5	-4	3	0	5	-1	2
CN1CCCN(C(=O)c2cccc3ccccc23)CC1	-3	-1	3	3	-2	-6	-5	2	1	-1
C=CCn1cc(Cl)c(=O)n(CC=C)c1=O	0	2	1	12	3	0	0	5	2	-1
COc1ccc(OC)c(-c2cc(C3CCN(C(=O)OC(C)(C)C)CC3)[nH]n2)c1	-7	5	-2	-23	3	2	0	-12	-7	-6
Cc1ccc(Cl)cc1N1CCN(C(=O)CSc2nnc3n2C(C)(C)Cc2ccccc2-3)CC1	-2	-3	-3	-58	-4	4	8	-3	2	1
Cc1nnc(SCC(=O)NCc2ccccc2)[nH]c1=O	-1	-4	0	1	-5	-4	4	7	-2	1
COC(=O)c1cc(S(=O)(=O)NCC2CCN(Cc3cccc(Cl)c3)CC2)c[nH]1	-2	1	1	0	10	9	-1	0	-9	3
Cc1nn(Cc2ccccc2)c(C)c1C(=O)OCC(=O)c1cc(C)n(C2CC2)c1C	-6	-3	3	-24	-5	-3	5	0	3	-4
COc1cccc(NC(=O)NCc2ccccc2F)c1	0	-3	0	2	-3	3	2	-1	0	-1
COc1cccc(CNC(=O)CCNS(=O)(=O)c2ccc3c(c2)oc(=O)n3C)c1	2	0	3	1	1	0	1	22	0	4
CCCC(C)NC(=S)NC(=O)c1cc(S(=O)(=O)N2CCOCC2)ccc1C (stereo unspecified)	4	4	0	-3	-1	0	8	6	4	-4
O=c1c2c(nc3nc(CCc4ccccc4)[nH]n13)CCC2	5	-1	1	-1	-3	9	0	-10	1	-13
CCOc1ccccc1N1CCN(c2nc3ccccc3nc2C(C#N)C(=O)OC(C)C)CC1 (stereo unspecified)	4	-1	4	3	-2	2	-2	4	-1	2
CCOC(=O)[C@H]1[C@H]2COc3ccc(Br)cc3[C@@H]2N2C(=O)CN(Cc3ccccc3)C(=O)[C@@]12C	-4	-1	1	-9	-5	0	-4	6	-3	-5
CC1(C)CC(=O)C(C=NCCN2CCNCC2)=C(O)C1	-5	2	-5	8	1	5	-9	3	8	-1
O=C(O)Cc1sc(N/N=C\c2ccccc2)nc1-c1ccccc1	44*	19	25*	-7	16	2	-5	10	-1	0
O=c1[nH]c(CN2CCCCC2)nc2c1C1(CCCCC1)Cc1ccccc1-2	3	2	0	-5	1	0	-2	-1	5	3
CCCCCN(C(=O)CCC(=O)OC(C)C(=O)Nc1ccccc1C)c1c(N)n(CCCC)c(=O)[nH]c1=O (stereo unspecified)	2	-6	2	1	-1	-4	5	3	7	-3
CCN(C(=O)Cc1c(C(=O)O)n(C)c2ccccc12)c1cc(OC)ccc1OC	9	-1	-1	2	11	2	0	6	10	5
CCC/C=N/NC(=O)CNC(=O)c1ccccc1Cl	2	-1	-1	3	6	3	0	0	8	3
CCCOc1ccc(CN(CCO)CCO)cc1C(=O)OC	-5	-4	-1	-3	-4	0	4	2	4	-2
C=CCNc1nnc(-c2ccncc2)s1	1	0	-1	-6	1	-4	7	11	-5	5
CC(C)CN(CC(C)C)C(=O)C12CCC(C)(C(=O)O1)C2(C)C (stereo unspecified)	-8	6	-1	4	-10	10	-9	-13	2	-4
CC(C)(C)c1ccc(OCc2ccc(C(=O)NN)o2)cc1	0	-3	0	2	1	-2	-1	10	-5	0
COc1ccccc1C(=O)NCCC(=O)NCCOc1ccc(C)cc1	2	5	0	0	-2	8	-1	0	0	0

(list continues)
SMILES	rCAG RNA binder	PRMT1 inh	LEDGF integ inh	HTRA1 inhibitor	ABHD4 inh	MBD2 inh	TCR CD3 inh	TDP2 inh	GC-B act	SIAE inh
O=C(/C=C/[C@H]1O[C@@H](n2ccc(=O)[nH]c2=O)[C@H](O)[C@@H]1O)NCc1ccccn1	0	-2	0	x	1	-1	5	-2	-1	7
CC(C)CN(C1CCS(=O)(=O)C1)S(=O)(=O)c1ccc(C(C)C)cc1 (stereo unspecified)	-9	-1	-1	-2	-2	-1	6	0	1	2
CC1(C(=O)Nc2cccc3ncccc23)CCN1C(=O)Cc1ccc(-c2ccccc2)cc1 (stereo unspecified)	2	1	-1	x	-13	1	12	-1	3	-7
CC1=C(C(=O)OCC2CCCCC2)C(c2ccccc2F)NC(=O)N1 (stereo unspecified)	1	-4	2	x	-3	-10	4	15	-10	3
CCOc1ccc(-n2c(=O)cc(N3CCN(c4ccc(F)cc4)CC3)[nH]c2=O)cc1	4	3	-1	-1	8	4	-6	6	-1	-1
COC(=O)N(C)C[C@@H]1OCc2cnnn2CCCC(=O)N([C@@H](C)CO)C[C@@H]1C	3	-5	8	-2	-2	1	-6	-8	-3	-6
Cc1cc(C)nc(SCC(=O)Nn2cnnc2)n1	-1	1	-5	-1	-7	-10	5	-5	4	1

Compound activity deposited in PubChem BioAssay by several laboratories.
